AmpC detergent: qHTS Inhibitors of AmpC Beta-Lactamase (assay with detergent). P00811. AmpC hydrolysis of nitrocefin, absorbance 480 nm, 0.01% Triton. Potency, µM (highest dose often 114 µM), inactives show at the top dose activity change, negative = inhibition, usual class: inhibitors. 370,000 tested, 0.041% active;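 also: potency is read from the fitted curve at half-maximal effect; 0% = no-compound wells and -100% = no-enzyme wells; nearly all actives have a fitted effect of over 25% in size; some results filed as inactive show a strong effect at the top dose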
Target sequence (P00811 whole entry, looked up): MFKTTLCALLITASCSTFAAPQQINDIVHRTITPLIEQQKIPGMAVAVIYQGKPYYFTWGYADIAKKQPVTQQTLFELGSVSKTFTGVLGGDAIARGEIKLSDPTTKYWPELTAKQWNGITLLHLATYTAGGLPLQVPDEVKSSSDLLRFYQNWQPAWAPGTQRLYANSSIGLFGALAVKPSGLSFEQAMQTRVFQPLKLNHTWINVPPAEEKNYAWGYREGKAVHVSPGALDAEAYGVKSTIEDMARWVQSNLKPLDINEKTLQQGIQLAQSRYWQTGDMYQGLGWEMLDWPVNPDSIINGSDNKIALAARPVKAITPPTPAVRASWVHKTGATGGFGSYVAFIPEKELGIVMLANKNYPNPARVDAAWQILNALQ
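20 mM phosphate pH 7.0 + 0.01% (detergent screen) or 0.0001% Triton X-100; 5.3 nM AmpC reagent; cpd preinc 15 min RT; nitrocefin (800 uM stock) to start; A480 q20 s × 4 min; Activity was normalised to no-enzyme and no-compound control wells.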
FBPA Giardia inh: qHTS Assay for Inhibitors of Fructose-1,6-bisphosphate Aldolase from Giardia Lamblia | 290,000 tested, 0.71% active | purified Giardia FBPA | AID 2451, 2010 | Potency, µM (series often up to 59.6 µM), for the others: at the highest dose activity, negative = inhibition, most hits filed as inhibitors; also: potency is read from the fitted curve at half-maximal effect; nearly all actives have a fitted effect of over 55% in size
Target sequence (A8B2U2 whole entry, looked up): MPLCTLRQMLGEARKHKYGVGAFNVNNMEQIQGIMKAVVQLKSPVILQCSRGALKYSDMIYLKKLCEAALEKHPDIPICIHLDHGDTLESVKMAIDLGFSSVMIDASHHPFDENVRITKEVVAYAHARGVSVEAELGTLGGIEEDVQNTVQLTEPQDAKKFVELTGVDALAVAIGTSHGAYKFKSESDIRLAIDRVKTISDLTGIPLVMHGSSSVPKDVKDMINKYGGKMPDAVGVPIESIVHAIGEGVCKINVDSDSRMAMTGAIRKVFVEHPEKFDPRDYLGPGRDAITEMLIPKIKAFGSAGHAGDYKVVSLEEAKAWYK
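Giardia FBPA (40 nM reagent) was preincubated 10 min at RT with compound (up to 57.5 uM final), then substrate plus GAPDH/TPI/NAD/arsenate coupling system with diaphorase/resazurin was added; resorufin fluorescence (525/598 nm) was read after 20 min.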
HCV inh: qHTS Assay for Inhibitors of Hepatitis C Virus (HCV); Potency, µM (titrated, usually from 41.8 µM), for the others: top-dose activity change, negative = inhibition, usual class: inhibitors; 340,000 tested, 3.4% active; AID 651820, 2012; Huh7.5.1 HCVcc-Cre infection, luciferase reporter, 44 h; also: potency is read from the fitted curve at half-maximal effect
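Infectious HCVcc-Cre (~0.5 moi) was added to cells just after compound, with cells seeded 4 h earlier at 1,000 per well. Luciferase activity after 44 h culture reported infection; substrate was incubated 15 min at room temperature before reading.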
HCMV inh: qHTS Assay for inhibitors of the human cytomegalovirus (HCMV); HFF cells, HCMV-luciferase reporter, 72 h; stronger effect = lower value; AID 1259415, 2018; 410,000 tested, 4.5% active; activity change, negative = inhibition, % at 57.5 µM; in the data active = activity change below about -60%; inconclusive = no clear call, values can overlap the other calls; inactive = above about -39%
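Luciferase read-out from HCMV-luciferase-infected HFFs (MOI 1 PFU/cell) 72 h post infection at 37C; compounds added after 16 h cell attachment; activity normalized between buffer-only basal and Salinomycin (10uM) inhibitor controls.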
AmpC inh no detg: qHTS Inhibitors of AmpC Beta-Lactamase (assay without detergent); AmpC nitrocefin hydrolysis, absorbance 480 nm, 0.0001% Triton; Potency, µM (titrated, usually from 57.1 µM), for inactives: at the highest dose activity change, negative = inhibition, actives largely listed as inhibitors; 330,000 tested, 0.52% active;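 also: potency is read from the fitted curve at half-maximal effect; plate controls were no compound for no effect and no enzyme for full effect; nearly all actives have a fitted effect of over 20% in size; some results filed as inactive show a strong effect at the top dose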
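20 mM phosphate pH 7.0 + 0.01% (detergent screen) or 0.0001% Triton X-100; 5.3 nM AmpC reagent; cpd preinc 15 min RT; nitrocefin (800 uM stock) to start; A480 q20 s × 4 min; Activity was normalised to no-enzyme and no-compound control wells.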
Sm TGR block: qHTS Assay for the Inhibitors of Schistosoma Mansoni Peroxiredoxins. AID 485364, 2010. purified TGR, DTNB reduction, TNB absorbance 405 nm. Schistosoma mansoni thioredoxin glutathione reductase (TGR), Q962Y6. Potency, µM (series often up to 114 µM), for inactives: at the top dose activity change, negative = inhibition, most hits filed as inhibitors. 360,000 tested, 3% active; also: potency is read from the fitted curve at half-maximal effect; nearly all actives have a fitted effect of over 60% in size
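Kinetic colorimetric format: TGR-catalysed, NADPH-driven DTNB reduction monitored via TNB absorbance. Enzyme dispensed at 20 nM; compound exposure 15 min at room temperature before reaction start.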
Starred values were filed as active, the others as inactive; ? = inconclusive; . = no result given; [ ] = another dose, or the depositor's remark. Unless noted, calls follow the shape of the dose curve; as a rule, active = well fitted curve in the direction sought with a large enough effect; inconclusive = small, poorly fitted or top-dose-only effect, or another doubt; inactive = no such curve, though single readings can be large; an effect the other way counts as inactive or inconclusive. Unless noted, % is scaled to controls: 0 for no effect and ±100 for the full control effect.

SMILES	AmpC detergent	FBPA Giardia inh	HCV inh	HCMV inh	AmpC inh no detg	Sm TGR block
CCc1cc(/C(Cc2ccc3ccccc3n2)=N\O)c(O)cc1O	0%	0%	?	-15	-49%	0%
Cc1ccnc(N/N=C/c2ccccc2)n1	-8%	-22%	-1%	37	-16%	-2%
COc1cc(-c2cc(-c3ccc(N)cc3)[nH]c(=O)c2C#N)cc(OC)c1OC	-12%	3%	13%	110	-6%	?
CCc1cccc2c(-c3ccccc3)nc(SCC(=O)Nc3ccc(OC)cc3)nc12	?	.	.	3	.	-5%
CCCCc1cc(=O)oc2cc(OS(C)(=O)=O)ccc12	-9%	-4%	?	27	-3%	7%
O=C(O)C(O)(c1ccccc1)C1CCCCC1 (configuration not stated)	-3%	7%	16%	20	-17%	36%[activator]
O=C(Nc1nnc(C(F)(F)F)s1)C1COc2ccccc2O1 (configuration not stated)	-11%	-1%	-1%	?	-19%	-1%
CC(C)(C)N=Cc1cc(-c2ccccc2)sc1O	-2%	-2%	10µM*	30	-7%	-8%
CCn1c(SCC(=O)N/N=C/c2ccc(C)o2)nnc1-c1ccc(C(C)(C)C)cc1	?	-5%	?	-11	-6%	-6%
O=C(O)C1C2C=CC(C2)C1C(=O)NCCCc1ccccc1 (configuration not stated)	?	3%	12%	-15	1%	1%
Cn1c(=O)c2c(c3ccccc31)OC(=O)CC2c1ccc(C(F)(F)F)cc1 (configuration not stated)	1%	.	.	9	.	-3%
Cc1c(Cl)cccc1NC(=O)Nn1cnnc1	?	3%	17%	-10	-15%	-1%
Cn1c(N)c(C(=O)COC(=O)/C=C/c2cccc(C(F)(F)F)c2)c(=O)n(C)c1=O	6%	.	6%	-17	110%[activator]	-8%
COc1ccc(S(=O)(=O)Nc2ccc(N3CCOCC3)nc2)cc1	-11%	-1%	-3%	-2	-15%	10%
Cc1ccc(C(=O)NC(=S)Nc2ccc(-c3ccc(CO)o3)cc2)cc1	6%	-8%	?	?	25µM*	?
CC1CCCC/C1=N\Nc1ccc(S(N)(=O)=O)cc1[N+](=O)[O-] (configuration not stated)	?	1%	-8%	3	-30%	4%
CCCCC(=O)Nc1ccc2c(c1)OCCO2	7%	0%	5%	50	-2%	33%
Cc1ccc(S(=O)(=O)/N=C(\Nc2cc(C)on2)c2ccc(Cl)cc2)cc1	?	0%	-3%	-13	-36%	2%
CCOc1ccc2nc(C)cc(Nc3cccc([N+](=O)[O-])c3)c2c1	-7%	-13%	?	-97*	-7%	-8%
CC(C)(C)NS(=O)(=O)c1ccc(NC(=O)C2CCCO2)cc1 (configuration not stated)	-27%	0%	4%	22	-9%	4%
Cc1cc(NC(=O)c2ccccc2)sc1C	-6%	4%	-11%	57	.	?
CN(C(=O)COc1ccccc1C(=O)NCc1ccccc1)C1CCS(=O)(=O)C1 (configuration not stated)	9%	.	19%	?	-7%	-13%
Cc1nc(CCNC(=O)CC2C(=O)NCCN2Cc2ccccc2)nc2c1CCC2 (configuration not stated)	-6%	.	11%	-1	140%[activator]	?
CC(=O)c1c(C)[nH]c(C(=O)COc2cc(C)cc(C)c2)c1C	7%	-18%	?	-62*	-13%	-14%
O=S(=O)(/N=C(/Nc1ccc(F)c(F)c1F)c1ccccc1)c1ccccc1	-2%	2%	13%	-27	-18%	8%

New compounds follow
SMILES	AmpC detergent	FBPA Giardia inh	HCV inh	HCMV inh	AmpC inh no detg	Sm TGR block
CCOc1ccc(C(=O)Nc2ccc(-c3cc4ccccc4oc3=O)cc2)cc1Br	2%	.	.	-38	.	-9%
CC(=O)c1c(C)[nH]c(C(=O)COC(=O)c2ccc3c(=O)n4c(nc3c2)CCC4)c1C	-3%	1%	-3%	4	-23%	3%
Cc1cc2nnc(SCC(=O)Nc3ccc(F)c(Cl)c3)n2c2ccccc12	2%	.	.	0	.	0%
COc1cccc(NC(=O)[C@H](CC(C)C)NC(=O)[C@@H]2Cc3ccccc3CN2)c1	-6%	.	-1%	10	-1%	3%
COc1ccc(-c2c(C)c3ccc(O)c(CN4CCN(CCO)CC4)c3oc2=O)cc1OC	10%	.	.	8	.	-3%
Cc1ccccc1NS(=O)(=O)c1cccc(C(=O)Nc2cccc(C(=O)O)c2)c1	-5%	-8%	7%	33	-47%	3%
O=S(=O)(Cc1ccccc1Cl)N1CCN(Cc2ccc3c(c2)OCO3)CC1	-11%	1%	?	-34	-1%	1%
O=C(NCCCN1CCC(Cc2ccccc2)CC1)C1CCN(S(=O)(=O)N2CCC3(CC2)OCCO3)CC1	9%	0%	-27%	-15	68%[activator]	6%
COC(=O)c1ccc(/C=N/NC(=O)C2CC(=O)N(c3ccc(OC)cc3)C2)cc1 (configuration not stated)	0%	0%	.	-18	-8%	-3%
FC(F)(F)c1cccc(Cc2noc(CN3CCCCC3c3ccccn3)n2)c1 (configuration not stated)	-9%	1%	-7%	-35	137%[activator]	4%[57.1 µM]
Cc1cccc(C)c1N(CC(=O)N1CCCC1)S(C)(=O)=O	3%	11%	19%	4	-22%	-17%
NS(=O)(=O)OC(CCc1ccccc1)C(Cl)(Cl)Cl (configuration not stated)	-10%	-4%	23%	-24	-27%	4%
COc1ccccc1N1CCN(C(=O)c2cc3c(=O)oc4ccccc4c3s2)CC1	-2%	.	.	1	.	-1%
COc1ccccc1NC(=O)c1ccc(NC(=O)COC(=O)c2ccc(O)cc2)cc1	-1%	.	?	-3	-44%	-3%
CCOc1ccccc1CN1CCN(CCCn2cccn2)CC1CCO (configuration not stated)	1%	2%	6%	52	4%	1%[57.1 µM]
COc1ccc(NC(=O)C(c2ccc(OC)cc2)N(C)C(=O)CNC(C)=O)cc1 (configuration not stated)	-11%	.	-18%	-29	15%	0%
O=C(CN1C(=O)c2ccc([N+](=O)[O-])cc2C1=O)NCCC1=CCCCC1	-6%	.	6%	-15	-23%	-16%
COc1ccc(N(CC(C)C)S(=O)(=O)c2nnc(NC(=O)CC(C)C)s2)cc1	-2%	5%	2%	6	-16%	-17%
O=[N+]([O-])c1ccc(OCc2cn([C@@H](CO)c3ccccc3)nn2)c(Br)c1	-2%	5%	13%	8	4%	4%
O=C(CN1C(=O)COc2ccccc21)NCCCN1CCCCC1	0%	.	11%	0	-9%	-17%
O=C(O)CN1C(=O)/C(=C\c2cc(Br)ccc2OCc2ccccc2F)SC1=S	0%	1%	2%	2	-18%	-20%
Nc1cc2nsnc2cc1Br	?	?	?	-107*	-21%	?
Nc1nc(SCc2ccccc2)ns1	-6%	-2%	4%	74	-40%	0%
CSCCC(N=Cc1c(O)n(-c2ccc(F)cc2)c(=O)[nH]c1=O)C(=O)OC(C)(C)C (configuration not stated)	4%	0%	14%	12	10%	-16%
O=C(O)c1ccc(C(=O)Nc2ccc(F)cc2)cc1	?	.	9%	-30	2%	4%

5 entries from above, sorted by molecular weight, descending.
SMILES	AmpC detergent	FBPA Giardia inh	HCV inh	HCMV inh	AmpC inh no detg	Sm TGR block
COc1ccccc1N1CCN(C(=O)c2cc3c(=O)oc4ccccc4c3s2)CC1	-2%	.	.	1	.	-1%
O=[N+]([O-])c1ccc(OCc2cn([C@@H](CO)c3ccccc3)nn2)c(Br)c1	-2%	5%	13%	8	4%	4%
O=S(=O)(Cc1ccccc1Cl)N1CCN(Cc2ccc3c(c2)OCO3)CC1	-11%	1%	?	-34	-1%	1%
CC1CCCC/C1=N\Nc1ccc(S(N)(=O)=O)cc1[N+](=O)[O-] (configuration not stated)	?	1%	-8%	3	-30%	4%
Cc1cc(NC(=O)c2ccccc2)sc1C	-6%	4%	-11%	57	.	?

Returning to the listing, starting 3 compounds before the break.
SMILES	AmpC detergent	FBPA Giardia inh	HCV inh	HCMV inh	AmpC inh no detg	Sm TGR block
Nc1nc(SCc2ccccc2)ns1	-6%	-2%	4%	74	-40%	0%
CSCCC(N=Cc1c(O)n(-c2ccc(F)cc2)c(=O)[nH]c1=O)C(=O)OC(C)(C)C (configuration not stated)	4%	0%	14%	12	10%	-16%
O=C(O)c1ccc(C(=O)Nc2ccc(F)cc2)cc1	?	.	9%	-30	2%	4%
COc1ccc(CN2CCNC(=O)C2CC(=O)N(C)Cc2ccon2)c(F)c1 (configuration not stated)	3%	.	-4%	11	-8%	?
Cc1ccc(SC[C@H](Cc2ccccc2)N2CC[C@@H](NC(=O)OCc3ccccc3)CCC2=O)cc1	?	16%	.	.	45%	4%
Cc1ccc2nnn(Cc3cccc(C(C)(C)C)c3O)c2c1	-4%	.	?	?	-22%	4%
CC(OC(=O)c1ccc(NC(N)=O)cc1)C(=O)Nc1ccc2c(c1)OCCO2 (configuration not stated)	.	.	-12%	3	-20%	.
CCOC(=O)c1c(C)[nH]c(CCC(=O)Nc2ccccc2C(=O)OC)c1C	4%	.	.	-73*	.	0%
O=C(CSc1nnc(CCCN2C(=O)c3cccc4cccc(c34)C2=O)n1-c1ccccc1)N1CCN(CCO)CC1	-10%	6%	10%	16	285%[activator]	1%
Cc1sc(NC(=O)c2ccco2)c(C(c2ccccc2)N2CCC(C)CC2)c1C (configuration not stated)	4%	0%	?	?	-45%	-18%
Cc1ccc(N/N=C(\C#N)C(N)=S)c(C)c1	1%	-10%	-15%	-2	3.5µM*	?
COc1ccc(NC(=O)Nc2ccc(F)c(Cl)c2)cc1	3%	0%	?	?	-31%	-22%
Cc1ccccc1NC(=O)Cc1nnc(N)s1	0%	-1%	1%	-5	1%	2%
Cc1cc(C(=O)COc2ncnc3sccc23)c(C)n1C	5%	-3%	2%	27	-12%	-21%
CC(=O)c1c(C)[nH]c(C(=O)OCC(=O)NNC(=O)c2ccc([N+](=O)[O-])cc2)c1C	.	.	-7%	-3	-36%	.
O=c1[nH]c2cccc(Cl)c2n(CCNc2ncc(C(F)(F)F)cc2Cl)c1=O	-2%	-6%	?	-5	-8%	-28%
COc1ccccc1CNc1nccn(-c2ccccc2)c1=O	-4%	.	.	55	.	-2%
Cc1nnc(SC(C)C(=O)N2CCc3ccccc32)s1 (configuration not stated)	-11%	0%	18%	-33	-14%	-23%
Cc1cccc(CC(=O)NC2CC(=O)N(c3cccc(F)c3)C2)c1 (configuration not stated)	-1%	.	.	14	.	-2%
CC(=O)N1CCOc2ccc(S(=O)(=O)NCc3ccccc3Cl)cc21	-12%	-2%	7%	-39	-12%	-6%
O=C(c1ccccc1Br)N(Cc1ccco1)Cc1ccco1	-4%	.	.	-38	.	-1%
Cc1cccc(NS(=O)(=O)c2ccc(C)c(C(=O)N(C)C3CCN(C)CC3)c2)c1	?	.	?	-6	-8%	-9%
O=C1NC(=O)C2(COC(c3cccnc3)OC2)S1 (configuration not stated)	-4%	-24%	10%	-15	-24%	-2%
O=C(O)c1ccc(S(=O)(=O)N(Cc2ccccc2)Cc2ccccc2)cc1	0%	-2%	10%	-13	-17%	11%
C/C(=C\c1cccc(Cl)c1)C(=O)c1c(C)cc(C)[nH]c1=O	-2%	9%	-10%	-29	-13%	2%

High-throughput results (PubChem BioAssay)
